From PubChem BioAssay
DAX1 inh-1 – inhibitors of DAX1 repression of SF-1 activated StAR promoter. HEK293T StAR-luciferase reporter, SF-1/DAX-1 repression relief. inhibition, % at 6.8 µM. 370,000 tested, 1.1% active. AID 652010;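 active = inhibition above the mean over all tested compounds plus 3 SD, cut at about 3.6% in these data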;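 also: 0% = DAX-1 cells with DMSO and 100% = cells lacking DAX-1 with DMSO; higher inhibition means more luminescence from relief of DAX-1 repression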
sPLA2-III inh – Inhibits HGIII-sPLA2 liposome hydrolysis, primary screen | QFRET BODIPY PC-A2 liposome hydrolysis, fluorescence | inhibition, % at 12.2 µM | 370,000 tested, 0.56% active;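 active = inhibition above mean plus 3 SD of compounds lying within the high and low control bounds, cut at about 19% in these data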;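 also: 0% = median of test compound wells and 100% = no enzyme DMSO wells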
Target sequence (Q9NZ20 whole entry, looked up): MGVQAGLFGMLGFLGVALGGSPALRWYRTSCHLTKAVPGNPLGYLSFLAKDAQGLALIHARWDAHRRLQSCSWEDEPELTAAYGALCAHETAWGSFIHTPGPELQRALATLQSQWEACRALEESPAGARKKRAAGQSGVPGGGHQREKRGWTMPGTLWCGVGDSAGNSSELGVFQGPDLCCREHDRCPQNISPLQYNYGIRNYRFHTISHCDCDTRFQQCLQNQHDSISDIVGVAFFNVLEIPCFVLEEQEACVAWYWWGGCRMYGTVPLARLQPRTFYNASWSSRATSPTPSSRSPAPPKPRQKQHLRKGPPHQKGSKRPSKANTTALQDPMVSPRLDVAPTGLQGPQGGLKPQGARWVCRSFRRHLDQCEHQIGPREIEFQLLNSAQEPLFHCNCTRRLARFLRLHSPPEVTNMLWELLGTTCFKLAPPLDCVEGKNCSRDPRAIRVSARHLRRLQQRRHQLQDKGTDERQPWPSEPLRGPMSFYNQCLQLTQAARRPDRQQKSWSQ
ssDAF-12 act – activators of S. stercoralis DAF-12 nuclear receptor; 370,000 tested, 1% active; activation, % at 6.8 µM; AID 652126; HEK293 ssDAF-12/GRIP1 lit1-tk-luc reporter, luminescence; % of 3 µM dafachronic acid response;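 active = activation above the mean over all tested compounds plus 3 SD, cut at about 0.9% in these data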;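 also: 0% = DMSO-only wells and 100% = 3 µM delta7-dafachronic acid wells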
proKLK7 act – activates the human kallikrein-7 zymogen; purified proKLK7, EDANS-DABCYL substrate fluorescence; 100% is mature enzyme control, 0% vehicle; AID 652039; 370,000 tested, 0.9% active; activation, % at 7 µM;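 active = activation above the mean of all tested compounds plus 3 SD, computed per campaign excluding outliers beyond control limits, cut at about 13% in these data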
Target sequence (P49862 whole entry, looked up): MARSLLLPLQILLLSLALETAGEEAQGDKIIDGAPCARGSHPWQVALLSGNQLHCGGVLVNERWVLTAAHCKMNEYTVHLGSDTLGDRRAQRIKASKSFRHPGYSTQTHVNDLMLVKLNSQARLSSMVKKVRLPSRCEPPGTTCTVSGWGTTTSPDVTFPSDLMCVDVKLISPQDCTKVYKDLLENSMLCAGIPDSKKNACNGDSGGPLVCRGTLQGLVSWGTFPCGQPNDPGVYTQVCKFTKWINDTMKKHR
DAX1 inh-2 – NR0B1 (DAX1) inhibition; AID 504766; P51843; 340,000 tested, 0.99% active; HEK293 Gal4-DAX1 luciferase reporter, luminescence; inhibition, % at 6.75 µM;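 active = inhibition above the mean over all tested compounds plus 3 SD, cut at about 4.2% in these data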;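 also: 0% = DAX1-transfected cells with DMSO and 100% = empty-vector control cells with DMSO; inhibition shows as a rise in luminescence from relieved DAX1 repression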
Target sequence (P51843 207-470 limits assumed): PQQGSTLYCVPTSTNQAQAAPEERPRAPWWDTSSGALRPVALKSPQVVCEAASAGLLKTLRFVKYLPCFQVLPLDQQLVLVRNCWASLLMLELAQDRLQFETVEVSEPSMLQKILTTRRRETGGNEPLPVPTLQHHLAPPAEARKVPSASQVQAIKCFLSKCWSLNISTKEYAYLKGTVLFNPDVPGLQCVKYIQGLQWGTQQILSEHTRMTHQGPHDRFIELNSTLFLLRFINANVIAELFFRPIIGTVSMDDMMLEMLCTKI
NPR1 activator – GC-A (human) enzyme activation. P16066. HEK293 GC-A cells, cGMP TR-FRET, EC30 ANP; 0% at EC30 ANP, 100% saturating ANP. activation, % at 10 µM. 370,000 tested, 0.14% active; in the data active = activation above about 40%
GAA850 FXN act – activators of GAA850 frataxin (FXN) promoter; AID 540364; activation, % at 6 µM; HEK293 lucGAA850 FXN promoter luciferase reporter, 24 h; percent of 10 µM SAHA response; 360,000 tested, 0.56% active;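 active = activation above the average of all compounds screened plus 3 SD, cutoff fixed separately per campaign, cut at about 7.5% in these data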;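 also: 0% = DMSO wells and 100% = 10 µM SAHA wells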
GC-B act – GC-B (human) receptor activation | P20594 | HEK293-GC-B cells, CNP EC30, cGMP TR-FRET; 0% at EC30 CNP, 100% saturating CNP | activation, % at 10 µM | 370,000 tested, 0.11% active | AID 1920062;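 active = activation at 10 µM reaching about 35% in either raw or pattern-adjusted values, limit read from the data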
hcDAF-12 act – activates DAF-12 receptor from parasite H. contortus; HEK293 hcDAF-12 lit1-tk-luc reporter, luminescence; 0% DMSO, 100% Δ7-dafachronic acid; activation, % at 6.8 µM; AID 652067; 370,000 tested, 1.4% active;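 active = activation above the mean of all tested compounds plus 3 SD, cut at about 5.5% in these data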;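 also: 100% = response to 3 µM Δ7-dafachronic acid high control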
hgDAF12 agonist – agonists of H. glycines DAF-12 nuclear receptor. HEK293 GAL4-hgDAF12 UAS-luciferase reporter, agonist luminescence; normalized to butyrate control. activation, % at 6.8 µM. 370,000 tested, 1.8% active. AID 687014;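 active = activation above a cutoff set at the mean of all screened compounds plus 3 SD, cut at about 10% in these data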;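 also: 0% = DMSO wells and 100% = sodium butyrate wells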
SMARCA2 activ – activators of SMARCA2 function; 370,000 tested, 1% active; AID 652017; MG213 cells, MMTV-luciferase reporter, dexamethasone, overnight; activation, % at 9.1 µM; in the data active = activation above about 7.8%;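 also: 0% = vehicle wells and 100% = reference activator wells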
Numbers without * were called inactive; x = not tested or not shown.

Fields: hcDAF-12 act | proKLK7 act | DAX1 inh-1 | sPLA2-III inh | DAX1 inh-2 | GAA850 FXN act | NPR1 activator | GC-B act | hgDAF12 agonist | ssDAF-12 act | SMARCA2 activ
1. COc1ccccc1NC(CC(=O)c1ccccc1)C(=O)OCC(=O)c1ccc(F)cc1 (configuration not stated)
  18* | 0.1 | 6.2* | 4 | 0.8 | 6.6 | -1 | 3 | 18* | 2.7* | 10.0*
2. CN(CC(=O)N1CC=C(c2ccccc2)CC1)S(=O)(=O)c1ccc2c(c1)c(=O)n(C)c(=O)n2C
  -1.5 | 0.5 | 0.1 | -7 | -0.8 | 0.0 | 15 | 4 | 0.9 | -1.4 | 1
3. O=C(NCc1ccccc1)C(=O)c1cn(CC(=O)N2CCOCC2)c2ccccc12
  1.7 | 0.3 | -0.2 | 2 | 0.9 | 0.7 | -2 | 1 | -1.9 | -0.8 | 0
4. Cc1cc(C)cc(NC(=O)Nc2ccc(N3CCCCC3)cc2)c1
  1.1 | -0.3 | 1.2 | 9 | x | 5.2 | 3 | -3 | 6.2 | -0.9 | 6
5. CCN(CC(=O)NCc1ccc(F)cc1)C(=O)c1cccc(S(=O)(=O)N(C)c2ccc(OC)cc2)c1
  -0.4 | -0.2 | -0.2 | -9 | -0.6 | 0.7 | -6 | -1 | -1.8 | -1.4 | -1
6. Cc1ccc(CS(=O)(=O)Cc2ccc(C(=O)NCCCN3CC(C)CC(C)C3)o2)cc1 (configuration not stated)
  1.7 | -0.8 | 0.1 | 4 | 0.6 | 1.9 | 0 | 2 | 4.6 | -0.7 | -3
7. COc1ccc(CCN(Cc2nc3ccccc3c(=O)[nH]2)C(=O)c2ccco2)cc1
  0.4 | -0.3 | -0.3 | -3 | 2.1 | -0.1 | 0 | 0 | -3.3 | -1.5 | -1
8. CCOc1ccc(-c2cc(CCCC(=O)NCCCOC)no2)cc1
  -5.0 | 0.3 | -2.4 | 6 | -1.3 | -14 | 3 | -1 | -10 | -2.9 | -8
9. Cc1ccccc1NCN1C(=O)C2C3C=CC(C3)C2C1=O (configuration not stated)
  0.4 | 0.3 | 1.2 | 3 | 0.3 | 2.0 | 0 | 0 | 1.2 | -0.6 | 1
10. COc1cccc(C(=O)NNC(=O)C(=O)Nc2cccc(Cl)c2C)c1
  -0.8 | -0.2 | 0.3 | 6 | 0.2 | -0.8 | -5 | -1 | -1.1 | -0.7 | -1
11. COc1ccc(CN(C)C(=O)c2cnc(C)cn2)c(OC)c1OC
  -2.5 | 0.1 | -0.1 | -1 | 0.8 | 3.1 | 3 | 2 | 1.9 | -0.8 | -2
12. CC(C)Cc1nnc(NC(=O)c2ccc3c(c2)OCCO3)s1
  5.8* | -0.3 | 8.1* | -3 | 0.5 | 1.5 | 5 | 3 | 15* | 0.2 | 5
13. C#CCOc1ccc(CNC[C@H]2O[C@@H](n3cnc4c(N)ncnc43)[C@H](O)[C@@H]2O)cc1
  -0.5 | -0.5 | -0.8 | 3 | -0.3 | 1.6 | 0 | -7 | -0.4 | -0.5 | -3
14. COc1ccc(C(=O)C2CCCN(C(=O)c3ccc4nccnc4c3)C2)c(C)c1 (configuration not stated)
  -1.3 | 0.7 | -1.0 | -5 | -0.5 | 0.1 | -4 | -3 | 0.3 | -0.6 | 3
15. COC1OC2COC(c3ccccc3)OC2C(OC(C)=O)C1OC(C)=O (configuration not stated)
  -0.2 | 0.3 | 0.1 | 9 | -0.1 | 0.8 | 4 | 3 | 0.1 | -0.5 | -4
16. O=C1c2ccccc2C(O)N1Cc1ccccc1 (configuration not stated)
  0.1 | -0.5 | -0.2 | 1 | 0.7 | 3.3 | 2 | -1 | 0.1 | -1.6 | -3
17. CCOC(=O)C(NCc1ccco1)(NC(=O)c1ccccc1)C(F)(F)F (configuration not stated)
  -2.1 | -0.4 | 0.8 | 6 | 0.0 | 1.1 | 1 | 2 | 4.1 | -0.8 | -2
18. CCOC(=O)c1c2c(n(Cc3ccccc3)c1C)C(=O)C(=O)c1ccccc1-2
  -1.2 | -0.5 | -3.4 | 9 | -5.8 | -12 | 17 | 23 | -4.7 | -1.2 | -6
19. CCn1c2ccccc2c2cc(C=NNC(=O)c3ccoc3C)ccc21
  -0.9 | -27 | -2.2 | 2 | x | x | -5 | -7 | 11* | -0.9 | 0
20. O=C(COC(=O)c1cc(-c2ccccc2)nc2ccccc12)NCC1CCCO1 (configuration not stated)
  -1.1 | -0.2 | -0.9 | -2 | -0.3 | 1.6 | 0 | 2 | -1.8 | -1.7 | 2

Just DAX1 inh-1 and hgDAF12 agonist, for some of the entries so far:
| nr | mol | DAX1 inh-1 | hgDAF12 agonist |
| --- | --- | --- | --- |
| 6 | Cc1ccc(CS(=O)(=O)Cc2ccc(C(=O)NCCCN3CC(C)CC(C)C3)o2)cc1 (configuration not stated) | 0.1 | 4.6 |
| 4 | Cc1cc(C)cc(NC(=O)Nc2ccc(N3CCCCC3)cc2)c1 | 1.2 | 6.2 |
| 20 | O=C(COC(=O)c1cc(-c2ccccc2)nc2ccccc12)NCC1CCCO1 (configuration not stated) | -0.9 | -1.8 |

Next entries follow:
Fields: hcDAF-12 act | proKLK7 act | DAX1 inh-1 | sPLA2-III inh | DAX1 inh-2 | GAA850 FXN act | NPR1 activator | GC-B act | hgDAF12 agonist | ssDAF-12 act | SMARCA2 activ
21. C/C=C(/C)C(=O)Nc1cccc(C2=NOC3(C2)C[C@H](C(N)=O)N(C(=O)COc2ccc(Cl)cc2)C3)c1 (some centres not stated)
  -2.7 | 0.9 | -0.6 | -9 | -0.5 | 0.2 | 3 | 6 | 1.4 | -1.3 | 0
22. ClC(Cl)(c1nnnn1-c1ccccc1)c1nnnn1-c1ccccc1
  0.7 | -0.6 | -0.3 | -6 | 0.2 | 1.0 | 28 | 18 | -3.2 | -1.3 | 24*
23. COCCNC(=S)NC(=O)c1ccc(C(C)(C)C)cc1
  -0.1 | 0.4 | 0.5 | 3 | -0.1 | 2.6 | -1 | 3 | 7.6 | -1.4 | 3
24. O=C(NCc1ccc2c(c1)OCO2)c1cc(-c2ccncc2)nc2ccccc12
  -1.6 | -0.3 | -0.8 | -8 | -0.5 | x | -8 | -9 | 2.9 | -1.4 | 0
25. CC(=O)C1=C(O)C(=O)N(c2ccc(O)cc2)C1c1ccccc1[N+](=O)[O-] (configuration not stated)
  1.7 | 0.0 | 0.0 | -1 | 0.1 | -0.1 | 6 | -2 | 0.7 | -0.3 | -2
26. CCOC(=O)c1ccccc1NC(=O)c1cc(S(=O)(=O)N2CCOCC2)ccc1F
  -2.0 | -0.3 | -0.6 | -21 | -0.3 | -0.1 | 12 | 19 | 0.8 | -1.5 | 1
27. COC(=O)c1ccccc1NC(=O)NN1CCN(C)CC1
  -1.3 | 0.4 | 0.1 | 0 | 0.7 | 1.4 | -1 | -3 | -0.6 | -0.4 | 3
28. O=C(CSc1cccc[n+]1[O-])Nc1cc(Cl)ccc1[N+](=O)[O-]
  1.6 | 0.2 | -1.0 | 6 | -0.7 | -0.8 | -8 | -10 | -1.9 | -0.7 | -4
29. Cc1cc(NC(=O)CCC(=O)N(c2ccc(F)cc2)C(C(=O)NC2CCCC2)c2ccccc2)no1 (configuration not stated)
  -2.1 | -0.4 | -0.1 | 1 | 0.0 | 1.1 | -4 | 7 | 1.2 | -0.8 | -1
30. COC(=O)c1cc(NC(=O)CCc2c(C)nc3ncnn3c2C)cc(C(=O)OC)c1
  -1.6 | -0.3 | -0.9 | 1 | -0.3 | 1.9 | -13 | 3 | 1.9 | -1.5 | -1
31. Cc1ccc(CNC(=O)C2CCCN(c3nc4ccsc4c(=O)s3)C2)cc1 (configuration not stated)
  -0.5 | 0.3 | -0.1 | -3 | 1.8 | 0.6 | -7 | -9 | -2.0 | -1.6 | -1
32. CC(C)CCNC(=O)C1CC(=O)N(CCc2ccccc2)C1 (configuration not stated)
  1.9 | 0.1 | 0.3 | 1 | -1.8 | -0.9 | -4 | 5 | -1.0 | -1.1 | 0
33. Cc1nc(N)sc1C(=O)N/N=C/c1c[nH]c2ccccc12
  4.5 | 0.3 | 0.1 | 0 | -1.1 | 1.4 | 2 | -5 | 11* | -0.6 | 1
34. CN1CCC(N(C)S(=O)(=O)c2ccc(NC(=O)COc3ccc(Br)cc3Cl)cc2)CC1
  -1.5 | -0.1 | 0.2 | -35 | -0.9 | 1.3 | -1 | -5 | 2.8 | -1.2 | 3
35. COc1ccc(NC(=O)C2(C)Cc3c(-c4cccc(C(N)=O)c4)ccnc3O2)cc1OC (configuration not stated)
  -0.7 | 1.1 | -1.1 | -5 | x | -1.6 | -3 | 3 | -1.0 | -1.1 | 2
36. Cc1cccc(OCC(=O)Nc2ccc3c(c2)nc(CN2CCCCC2)n3C)c1
  -5.3 | 0.0 | -2.6 | 2 | -2.6 | -6.2 | -1 | 4 | -13 | -2.9 | -9
37. CSc1ccc(-c2cc3c(c4c2ccn4C)C2CCC3C2)cc1 (configuration not stated)
  -1.3 | -8.4 | -0.9 | 3 | x | x | 3 | 0 | -1.4 | -1.6 | -5
38. O=C(Nc1ccccc1Cl)C1CCCN(S(=O)(=O)c2ccc(F)cc2)C1 (configuration not stated)
  -1.1 | 0.6 | -1.0 | -7 | 0.2 | 0.6 | 2 | 3 | -0.1 | -1.6 | 0
39. CCN(CC)CCNC(=S)Nc1ccc2nc(N3CCOCC3)cc(C)c2c1
  1.1 | 4.1 | 0.7 | 12 | -0.7 | 2.7 | -7 | -4 | -0.1 | -0.9 | -1
40. Cc1cc2cc(CN3C(=O)c4ccccc4C3=O)ccc2[nH]1
  -0.9 | 0.0 | -0.2 | -8 | -0.3 | 3.9 | 1 | 6 | 6.0 | -0.3 | -1
41. CCOc1ccccc1C(=O)NCC(=O)NCCc1ccc(S(N)(=O)=O)cc1
  -0.1 | 0.3 | 0.3 | 10 | 1.8 | -0.6 | 0 | -2 | 0.4 | -0.8 | -3
42. C(=C\c1ccccc1)/CN1CCN(C(c2ccccc2)c2nnnn2C2CCCCC2)CC1 (configuration not stated)
  0.3 | -0.1 | 0.5 | -3 | x | x | -1 | -1 | -1.1 | -1.2 | -4
43. CN1CCN(C2=NCCO2)CC1
  0.0 | 0.2 | -0.2 | -1 | 2.1 | -0.8 | 2 | 4 | 1.8 | -0.4 | -2

Given with tabs: entries from further up.
no.	mol	hcDAF-12 act	proKLK7 act	DAX1 inh-1	sPLA2-III inh	DAX1 inh-2	GAA850 FXN act	NPR1 activator	GC-B act	hgDAF12 agonist	ssDAF-12 act	SMARCA2 activ
36	Cc1cccc(OCC(=O)Nc2ccc3c(c2)nc(CN2CCCCC2)n3C)c1	-5.3	0.0	-2.6	2	-2.6	-6.2	-1	4	-13	-2.9	-9
37	CSc1ccc(-c2cc3c(c4c2ccn4C)C2CCC3C2)cc1 (configuration not stated)	-1.3	-8.4	-0.9	3	x	x	3	0	-1.4	-1.6	-5
38	O=C(Nc1ccccc1Cl)C1CCCN(S(=O)(=O)c2ccc(F)cc2)C1 (configuration not stated)	-1.1	0.6	-1.0	-7	0.2	0.6	2	3	-0.1	-1.6	0
